Abeta yeast res: restores growth of yeast expressing A-beta42 peptide. hit rate 0.063% among 410,000. yeast expressing A-beta42, growth rescue, OD600, 48 h; response scale: 0% DMSO, 100% iron-clioquinol control. Potency, µM (titrated, usually from 46.1 µM), without a hit: top-dose growth rescue, usual class: activators; further: potency means the concentration at half of the fitted maximal effect; nearly all actives have a fitted effect of over 55% in size
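Yeast growth medium received pinned compounds, then yeast cells expressing toxic A-beta were added; plates incubated at 30 C for 48 hr. Growth read as absorbance at 600 nm, normalized to DMSO and equimolar FeCl3 plus clioquinol controls.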
EPAC1 agonist: EPAC1 (human) agonism; O95398; EPAC1 agonist qHTS, biochemical assay; response scale: 100% = response to 6.5 mM cAMP; Potency, µM (doses to about 154 µM), inactives show top-dose activation, most hits filed as activators; hit rate 0.073% among 360,000; further: potency means the concentration at half of the fitted maximal effect; nearly all actives have a fitted effect of over 60% in size
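Normalized to 6.5 mM cAMP, activity reflects EPAC1-catalysed release of BODIPY-GDP from Rap1B, followed kinetically over 30 min at 480 nm excitation, 540 nm emission. Reaction contained 100 nM EPAC1, 250 nM Rap1B-BODIPY-GDP, 50 uM GDP.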
PLK1 PBD block: inhibitors of human PLK1 polo-box domain binding; P53350; Plk1 PBD binding of FITC phosphopeptide, fluorescence polarization; Potency, µM, inactives show max response, negative = inhibition, actives largely listed as inhibitors; hit rate 2.8% among 360,000; AID 720504; further: potency means the concentration at half of the fitted maximal effect; series mostly up to about 57 µM; on the % scale 0 is the no-effect control and ±100 the full control effect; nearly all actives have a fitted effect of over 65% in size
Target sequence (P53350 whole entry, looked up, the tested form may be a part): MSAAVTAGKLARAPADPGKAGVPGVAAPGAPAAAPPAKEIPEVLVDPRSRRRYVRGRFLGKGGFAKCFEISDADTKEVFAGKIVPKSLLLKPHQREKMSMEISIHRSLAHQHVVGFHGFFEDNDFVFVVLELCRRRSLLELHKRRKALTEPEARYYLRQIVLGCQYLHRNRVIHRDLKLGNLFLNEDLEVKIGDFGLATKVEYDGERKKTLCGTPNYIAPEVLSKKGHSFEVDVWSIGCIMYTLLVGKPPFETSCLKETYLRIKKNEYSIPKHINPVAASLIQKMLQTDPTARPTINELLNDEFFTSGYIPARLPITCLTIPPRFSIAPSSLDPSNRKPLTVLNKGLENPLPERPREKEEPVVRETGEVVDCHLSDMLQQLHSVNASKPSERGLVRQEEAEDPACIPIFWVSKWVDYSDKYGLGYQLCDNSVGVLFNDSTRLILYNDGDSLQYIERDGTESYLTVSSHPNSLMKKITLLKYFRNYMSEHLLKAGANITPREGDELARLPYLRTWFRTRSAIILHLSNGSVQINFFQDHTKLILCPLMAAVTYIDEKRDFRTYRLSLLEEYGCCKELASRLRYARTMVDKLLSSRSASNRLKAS
WRN helicase inh: WRN helicase (human) inhibition; Q14191; WRN helicase unwinding, fluorescent forked duplex, kinetic; Potency, µM (top dose mostly 114 µM), inactives show top-dose activity change, negative = inhibition, usual class: inhibitors; hit rate 0.46% among 360,000; AID 651768; further: potency means the concentration at half of the fitted maximal effect; on the % scale 0 is the no-effect control and ±100 the full control effect; nearly all actives have a fitted effect of over 55% in size
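Screening of the MLSMR collection measured strand separation of a quenched forked DNA duplex (100 nM) by 20 nM WRN with 2 mM ATP, all final. Compounds were preincubated with enzyme 15 min at room temperature.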
FUS yeast rescue: FUS proteinopathy suppression in yeast; S. cerevisiae FUS-expressing, growth rescue, OD600, 24 h; Potency, µM (titrated, usually from 76.6 µM), for inactives: top-dose growth rescue (activation), usual class: activators; hit rate 0.24% among 390,000; AID 1347120;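 further: potency means the concentration at half of the fitted maximal effect; plate controls were DMSO vehicle for no effect and reference control for full effect; nearly all actives have a fitted effect of over 55% in size; some results filed as inactive show a strong effect at the top dose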
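FUS-expressing yeast, raffinose-pregrown, induced in 2% galactose minimal medium at OD 0.005; compounds in a dilution series, 24hr at 30C. Growth restoration read as absorbance at 600 nm. CP55940 positive control, DMSO negative.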
IL2 activator: activates IL-2 in a cell-based reporter assay; IL-2 activation reporter assay, cell-based qHTS; stimulated with anti-CD3/CD4/CD28 beads; in transgenic mouse T cells; hit rate 0.065% among 360,000; activation, % (series mostly up to about 46 µM); in the data active means activation above about 50%; inconclusive means mostly about 30% to 49%; further: 0% is about no effect
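Unstimulated transgenic mouse T cells, 750 per well, received compound and, after 60 minutes, anti-CD3/anti-CD4 bead plus anti-CD28 stimulation. EGFP and DsRed were quantified after 18 hours.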
PI5P4Ka inh: PI5P4K alpha (human) kinase inhibition; P48426; PI5P4Kalpha enzyme, ADP-Glo luminescence, 60 min; stronger effect = lower value; max response, %; hit rate 1.2% among 330,000; active means max response of -50% or lower; inconclusive means between -30% and -50%; inactive means -30% or higher; further: value at the top dose of about 77 µM; on the % scale 0 is the no-effect control and ±100 the full control effect
Target sequence (P48426 whole entry, looked up): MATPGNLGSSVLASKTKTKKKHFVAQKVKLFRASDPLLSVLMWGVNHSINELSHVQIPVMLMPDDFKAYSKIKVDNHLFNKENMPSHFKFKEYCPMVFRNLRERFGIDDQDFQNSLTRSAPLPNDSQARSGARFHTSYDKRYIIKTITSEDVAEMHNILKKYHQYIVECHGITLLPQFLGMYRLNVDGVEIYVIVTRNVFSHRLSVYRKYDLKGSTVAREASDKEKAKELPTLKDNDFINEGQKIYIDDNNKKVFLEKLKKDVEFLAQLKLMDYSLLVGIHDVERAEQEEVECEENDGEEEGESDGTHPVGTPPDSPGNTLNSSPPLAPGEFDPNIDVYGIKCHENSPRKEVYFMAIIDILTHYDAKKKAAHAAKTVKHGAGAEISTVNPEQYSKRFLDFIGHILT
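PI5P4Kalpha ADP-Glo assay; 5 microM ATP final; 60 min RT reaction; HEPES pH 7.4/EGTA/CHAPS, 5% DMSO; controls lacking substrate or enzyme; luminescent end-point.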
EPAC1 antag: EPAC1 (human) antagonism; EPAC1 GEF assay, Rap1b-BODIPY-GDP exchange fluorescence; Potency, µM (doses to about 115 µM), inactives show top-dose activity change, negative = inhibition, usual class: inhibitors; O95398; hit rate 0.14% among 360,000;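 further: potency means the concentration at half of the fitted maximal effect; plate controls were vehicle for no effect and positive control for full effect; nearly all actives have a fitted effect of over 50% in size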
Starred values were filed as active, the others as inactive; ? = inconclusive; / = not tested or not shown; & = joins results of further samples; [ ] = another dose, or the depositor's remark. Unless noted, the call rests on the fitted dose curve; in most records, active means well fitted curve in the direction sought with a large enough effect; inconclusive means small, poorly fitted or top-dose-only effect, or another doubt; inactive means no such curve, though single readings can be large; an effect the other way counts as inactive or inconclusive.

Every second line gives: Abeta yeast res	EPAC1 agonist	PLK1 PBD block	WRN helicase inh	FUS yeast rescue	IL2 activator	PI5P4Ka inh	EPAC1 antag
> COc1ccc(/C=C2\SC(=S)N(CC(=O)OCC(=O)Nc3cc(Cl)cc(Cl)c3)C2=O)cc1
 : 21%	7%	?	-2%	-13%	0.1	1	-3%
> O=C(C1CCN(S(=O)(=O)c2cccs2)CC1)N1CCCCC1
 : 6%	8%	-6%	4%	-8%	1.6	-1	2%
> CSc1nc(SC(C)C(=O)O)c2c3c(sc2n1)COC(C)(C)C3 (stereo not drawn)
 : -1%	7%	-19%	-11%	?	-0.9	-6	-5%
> CCOc1ccc(C(C(=O)NC(C)(C)C)N(CCOC)C(=O)CCC(=O)Nc2nccs2)cc1 (stereo not drawn)
 : 6%	-1%	-10%	11%	11%	-0.2	5	1%
> O=C(Nc1cccc(S(=O)(=O)N2CCOCC2)c1)c1cccc(S(=O)(=O)N2CCCC2)c1
 : 12%	-4%	-3%	0%	17%	-0.6	2	6%
> O=C(NCc1ccccn1)c1ccc(CNS(=O)(=O)c2ccc(F)cc2)cc1
 : 6%	-6%	-9%	6%	3%	2.8	0	2%
> COc1ccc(N2C(=O)CC(Nc3ccc(N4CCOCC4)cc3)C2=O)c(OC)c1 (stereo not drawn)
 : 6%	2%	-14%	7%	43%	0.7	-16	-5%
> Nc1c(N(Cc2ccco2)C(=O)COc2ccccc2)c(=O)[nH]c(=O)n1Cc1ccccc1
 : 1%	4%	-5%	-1%	-7%	2.1	-4	5%
> CCN(CC(=O)Nc1c(F)cccc1F)C(=O)Cc1cccs1
 : 0%	10%	-1%	3%	10%	-2.7	1	4%
> COCCNC(=O)CN(C(=O)Cn1nnc2ccccc21)c1ccccc1C
 : 9%	-9%	4%	0%	-37%	0.0	-1	0%
> CN(Cc1ccc(F)cc1)C(=O)CNC(=O)c1ccc2c(c1)OCO2
 : -11%	-7%	1%	-19%	13%	0.4	2	-2%
> CCOC(=O)[C@@H]1[C@H]2COc3cc(OC)ccc3[C@@H]2N2C(=O)N(c3ccc(OC)cc3)C(=O)[C@@]12C
 : 6%	5%	2%	1%	21%	1.3	-5	1%
> COc1cc(OC)c(N(C)S(=O)(=O)c2cccc(C(=O)OCC(=O)N(C)C3CCCCC3)c2)cc1Cl
 : 0%	17%	-5%	-9%	/	0.6	5	-1%
> Fc1ccc(OCc2nn3c(Cn4nnc5ccccc54)nnc3s2)cc1
 : 1%	9%	12µM*	-11%	8%	-2.9	-21	-3%
> CCC/C=C/c1ccc(CN2C(C)C(=O)N(Cc3cn(CCC4OCCCO4)nn3)CCS2(=O)=O)cc1 (stereo not drawn)
 : 2%	-17%	28%	2%	41%	-3.4	-1	-9%
> CCC(C)Sc1cccc(-c2nc3cc(C)ccn3c2NC2CCCCC2)c1 (stereo not drawn)
 : -85%&-87%[inhibitor]	-12%&-8%	-2%&0%	-6%&-5%	?	-0.8&-0.3	0&6	-20%&8%
> CN(CCc1ccccc1)C(=O)c1ccc(NC(=O)Cc2cccc(NC(=O)C3CCN(C(=O)C4CCC4)CC3)c2)cc1
 : 6%	2%	3%	-3%	?	-0.5	-5	-1%
> COc1ccc(N(C(C)C(=O)N/N=C/c2cc(Br)c(C)o2)S(C)(=O)=O)cc1 (stereo not drawn)
 : 4%	6%	3%	0%	-5%	0.1	-1	-4%
> COc1ccc(NC(=O)C/C(C)=N/NC(=O)c2cnccn2)c(OC)c1
 : -3%	-1%	-19%	9%	20%	0.0	-7	18%
> Cc1ccc(NC(=O)CC2C(=O)N(Cc3ccccc3)C(=S)N2NC(=O)c2cccc(F)c2)c(C)c1 (stereo not drawn)
 : -6%	-3%	-11%	-22%	/	-6.2	-2	-6%
> c1cc(CNC2=NCCCCC2)ccn1
 : -12%	-2%	-21%	-13%	19%	-2.5	0	4%
> O=C(CS(=O)(=O)c1c[nH]c2ccccc12)N1CCCCC1
 : 12%	13%	-11%	4%	11%	0.7	0	-5%
> Cc1ccc(S(=O)(=O)NC(=O)NC(C)(C)C)cc1
 : 14%	0%	-2%	-6%	-1%	2.5	2	0%
> O=S(=O)(Nc1n[nH]c(C(F)(F)F)n1)c1ccccc1
 : -4%	-10%	-10%	2%	-10%	-1.2	5	-4%
> O=C(CSc1ccc2ccccc2c1Br)Nc1cccc(S(=O)(=O)NC2=NCCCCC2)c1
 : -9%	13%	-13%	-11%	?	-1.3	-21	13%
> C/C(=N\NC(=O)c1cc(-c2ccc(Br)s2)[nH]n1)c1ccncc1
 : 2%	3%	-16%	-8%	29%	0.2	-4	1%
> CCOC(=O)c1ccc(S(=O)(=O)N2CCN(CC3CC=CCC3)CC2)cc1 (stereo not drawn)
 : 4%	3%	1%	-2%	19%	1.2	/	7%
> COc1cc(/C=C/C(=O)OCC(=O)NCCN2C(=O)CSC2=O)ccc1OC(F)F
 : -7%	-2%	1%	8%[57.1 µM]	9%	5.4	-7	?
> CCOc1ccccc1NC(=O)N1CCC(NC(=O)c2cccc(C)c2)CC1
 : ?	0%	-15%	-9%	4%	-3.1	-22	6%
> CN(C)C(=O)CCc1ccc2c3c([nH]c2c1)[C@]1(CCc2ccccc2)[C@@H](C(=O)N2CCCCC2)C[C@H](CC(=O)NCCC2=CCCCC2)C(=O)N1CC3
 : 7%	-9%	1%	-4%	10%	0.1	-4	-12%
> CCOC(=O)Cn1nc(C)c(NC(=O)COc2ccc([N+](=O)[O-])c(C)c2)c1C
 : -10%	-1%	-16%	0%	20%	-3.0	1	-10%
> CCOC(=O)CC(NCc1ccc(OC)c(OCC)c1)c1ccc(C)cc1 (stereo not drawn)
 : 3%	-2%	21µM*	3%	11%	-1.8	-26	-5%
> O=C(Nc1ccc(N2CCOCC2)c(F)c1)c1cccs1
 : -16%	17%	-1%	5%	-6%	-0.9	7	-7%
> COc1cc(C(C(=O)NC2CCCC2)N(C(=O)c2snc(C(N)=O)c2N)c2ccccc2)cc(OC)c1OC (stereo not drawn)
 : -20%	-18%	-6%	-1%	?	-0.2	-9	-27%
> O=C(NC(=S)Nc1ccc(S(=O)(=O)N2CCCC2)cc1)C1CC1
 : ?	2%	-7%	-6%	7%	0.7	-3	?
> COc1ccc(N=C2C(=Nc3ccc(OC)cc3)N(c3ccc(OC)cc3)C(=S)N2C(=O)c2ccc(OC)cc2)cc1
 : -3%	10%	-9%	3%	?	-0.9	/	-9%
> CCCn1c(NCc2cccc(OC)c2OC)nc2ccccc21
 : 14%	0%	-9%	-14%	-1%	-0.2	0	0%
> Cc1ccccc1/C=C1\C(=O)Nc2ccc(F)cc21
 : 18%	2%	-6%	6%	3%	0.0	5	4%
> Cc1ccc(NC(=O)CSc2nc(-c3ccco3)cc(C(F)(F)F)n2)cc1C
 : -16%&10%	0%	-5%	3%	-29%&20%	-3.6	/	1%
> COc1ccc(/C=N/NC(=S)Nc2ccccc2)cc1COc1ccc(F)cc1F
 : -15%	2%	?	-6%	43%	-4.5	1	-14%
> COc1cc(OC)cc(C(=O)NCCN2C(=O)S/C(=C\c3cccs3)C2=O)c1
 : 5%	13%	-7%	1%	-17%	-3.3	0	9%
> CCOC(=O)c1sc(=NC(=O)c2cccc(OC)c2)n(C)c1C
 : 2%	2%	-7%	-10%	-7%	-1.5	/	-13%
> CCc1nccn1S(=O)(=O)c1cc(OC)c(Cl)cc1OC
 : -1%	5%	-2%	-7%	-20%	2.2	2	-19%
> Cc1nc(CS(=O)(=O)c2ccccc2)cc(N2CCN(c3ccccc3F)CC2)n1
 : -15%	10%	-12%	-31%	15%	0.7	-2	-17%
> C/C(=N/NC(=O)c1cc(-c2ccccc2)nc2c(Cl)cccc12)c1cccnc1
 : -1%	17%	-7%	-35%	/	-2.1	11	-8%
> Cn1cnnc1SCC(=O)NN(c1ccccc1)c1ccccc1
 : -17%	3%	-2%	6%	6%	-1.0	-3	1%

Exported in markdown: entries from further up
| SMILES | Abeta yeast res | EPAC1 agonist | PLK1 PBD block | WRN helicase inh | FUS yeast rescue | IL2 activator | PI5P4Ka inh | EPAC1 antag |
| --- | --- | --- | --- | --- | --- | --- | --- | --- |
| COc1ccc(/C=C2\SC(=S)N(CC(=O)OCC(=O)Nc3cc(Cl)cc(Cl)c3)C2=O)cc1 | 21% | 7% | ? | -2% | -13% | 0.1 | 1 | -3% |
| O=C(C1CCN(S(=O)(=O)c2cccs2)CC1)N1CCCCC1 | 6% | 8% | -6% | 4% | -8% | 1.6 | -1 | 2% |
| CSc1nc(SC(C)C(=O)O)c2c3c(sc2n1)COC(C)(C)C3 (stereo not drawn) | -1% | 7% | -19% | -11% | ? | -0.9 | -6 | -5% |
| CCOc1ccc(C(C(=O)NC(C)(C)C)N(CCOC)C(=O)CCC(=O)Nc2nccs2)cc1 (stereo not drawn) | 6% | -1% | -10% | 11% | 11% | -0.2 | 5 | 1% |
| O=C(Nc1cccc(S(=O)(=O)N2CCOCC2)c1)c1cccc(S(=O)(=O)N2CCCC2)c1 | 12% | -4% | -3% | 0% | 17% | -0.6 | 2 | 6% |
| O=C(NCc1ccccn1)c1ccc(CNS(=O)(=O)c2ccc(F)cc2)cc1 | 6% | -6% | -9% | 6% | 3% | 2.8 | 0 | 2% |
| COc1ccc(N2C(=O)CC(Nc3ccc(N4CCOCC4)cc3)C2=O)c(OC)c1 (stereo not drawn) | 6% | 2% | -14% | 7% | 43% | 0.7 | -16 | -5% |
| Nc1c(N(Cc2ccco2)C(=O)COc2ccccc2)c(=O)[nH]c(=O)n1Cc1ccccc1 | 1% | 4% | -5% | -1% | -7% | 2.1 | -4 | 5% |
| CCN(CC(=O)Nc1c(F)cccc1F)C(=O)Cc1cccs1 | 0% | 10% | -1% | 3% | 10% | -2.7 | 1 | 4% |
| COCCNC(=O)CN(C(=O)Cn1nnc2ccccc21)c1ccccc1C | 9% | -9% | 4% | 0% | -37% | 0.0 | -1 | 0% |
| CN(Cc1ccc(F)cc1)C(=O)CNC(=O)c1ccc2c(c1)OCO2 | -11% | -7% | 1% | -19% | 13% | 0.4 | 2 | -2% |
| CCOC(=O)[C@@H]1[C@H]2COc3cc(OC)ccc3[C@@H]2N2C(=O)N(c3ccc(OC)cc3)C(=O)[C@@]12C | 6% | 5% | 2% | 1% | 21% | 1.3 | -5 | 1% |

Bioassay records from PubChem.
